# Screening data from PubChem BioAssay.
# SENP8 inh = SENP8 (human) protease inhibition | Q96LD8 | recombinant SENP8, Nedd8 substrate fluorescence | inhibition, % at 20 µM | 360,000 compounds, 0.64% hits | AID 602440; in the data active = inhibition mostly above about 40%, no sharp cut-off; inactive = mostly below about 27%
# Target sequence (Q96LD8 whole entry, looked up): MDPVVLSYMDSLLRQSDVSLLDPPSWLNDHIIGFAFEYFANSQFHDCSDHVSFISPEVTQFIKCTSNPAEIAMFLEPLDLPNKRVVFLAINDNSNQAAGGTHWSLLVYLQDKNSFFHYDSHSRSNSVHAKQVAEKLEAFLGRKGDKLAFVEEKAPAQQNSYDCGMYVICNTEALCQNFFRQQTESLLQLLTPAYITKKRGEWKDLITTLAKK
# MPTP block = permeability transition pore inhibition. isolated mouse mitochondria, Ca2+ swelling absorbance, 30 min. inhibition, % at 10 µM. 360,000 compounds, 1.4% hits;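 active = inhibition of 50% or more, scaled per plate between neutral and stimulator controls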;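 note: 0% = DMSO wells given calcium and 100% = 1 mM EGTA wells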
# SENP1 FRET inh = SENP1 (human) catalytic domain inhibition | Q9P0U3 | recombinant SENP1 catalytic domain, CyPet-SUMO1-YPet FRET cleavage | inhibition, % at 10 µM | 360,000 compounds, 0.21% hits | AID 624204;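 active = inhibition at least 30% at 10 µM, raw YFP signal under a set limit, fluorescence ratio 0.5 to 1.5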;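 note: 0% = enzyme with DMSO and 100% = no enzyme wells; some results filed as inactive read as strong as hits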
# Target sequence (Q9P0U3 419-644 limits assumed): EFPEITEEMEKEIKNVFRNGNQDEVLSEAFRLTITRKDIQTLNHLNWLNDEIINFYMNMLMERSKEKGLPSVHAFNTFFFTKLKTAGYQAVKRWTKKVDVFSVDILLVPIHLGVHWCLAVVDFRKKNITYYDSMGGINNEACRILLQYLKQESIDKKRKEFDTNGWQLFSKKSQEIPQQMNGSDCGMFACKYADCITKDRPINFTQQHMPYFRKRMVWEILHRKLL
#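 Test system: recombinant human SENP1 catalytic domain, His6-tagged / Medium: pH 8 Tris buffer with EDTA, NaCl, BME, BSA, NP40, catalase / Also added: SUMO1 FRET substrate flanked by Cypet and Ypet, 25 nM / Times: 50 min reaction at room temperature / Signal: FRET, CFP and YFP emission / Control set: no-enzyme low control and enzyme-plus-DMSO high control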
# An asterisk follows results filed as active; i = inactive. A portion of the library; count on the stated rates, not on these rows.
SMILES,SENP8 inh,MPTP block,SENP1 FRET inh
Cc1ccccc1S(=O)(=O)N(C)C[C@H]1OCc2cn(nn2)CCCC(=O)N([C@H](C)CO)C[C@@H]1C,16,-0.2,4
CN(c1ccc(Cl)cc1)c1cc2c(c3c1ccn3C)C1CCC2O1 (stereo not given),-1,1.1,6
COCCNC(=O)C1(C)CCCN(C(=O)c2ccc(OC)cc2OC)C1 (stereo not given),12,-1.3,1
COc1cccc(-c2oc3c(c2C(=O)OCCN(C)C)C(O)CCC3)c1 (stereo not given),-370,-1.2,2
CC1(C(=O)NS(=O)(=O)c2ccc(C#N)cc2)CCN1C(=O)c1cccc2ccccc12 (stereo not given),8,0.1,3
COc1ccc2nc(C(c3ccc(C)cc3)n3c(-c4ccccc4Br)nc4ccccc43)[nH]c2c1 (stereo not given),-354,-2.0,11
O=C(NCc1ccco1)C1Cc2c(-c3ccccc3Oc3ccccc3)ccnc2O1 (stereo not given),8,-1.0,1
CC1(C(=O)NCc2ccccc2)CSCC(=O)N1Cc1ccco1 (stereo not given),7,-0.6,-2
COCCNc1nc(Oc2cccc(F)c2)c2sccc2n1,-318,-1.6,3
CC(C)C[C@H]1COc2cccc(N3CCC[C@@H]3CO)c2S(=O)(=O)N1,-15,-0.9,0
CCc1nc2c(OCC3CCCCC3)cccn2c1N(C=O)Cc1ccc(OC)cc1,0,-0.6,-6
c1ccc(-c2nc3c4ccccc4ccn3c2Cc2ccsc2)cc1,-155,0.4,-9
Cc1ncc(CO)c(CO)c1OCC(O)CN1CCN(c2ccc(F)cc2)CC1 (stereo not given),12,-1.7,0
CCc1nc2c(OCCC3CCCCC3)cccn2c1N(C)C(=O)c1cccs1,8,-1.3,0
COc1ccc(NC(=O)C2(C)CCN2Cc2ccccc2OC(F)F)cc1OC (stereo not given),23,-0.2,1
CCCN(CC1CC1)c1cc2c(c3c1ccn3C)C1CCC2O1 (stereo not given),2,0.6,1
CC1(C(=O)NS(=O)(=O)c2ccc(Cl)cc2)CCN1C(=O)C/C=C/c1ccccc1 (stereo not given),21,0.3,-2
CCC(c1nnnn1-c1c(C)cccc1C)N1CCN(c2cccc(C(F)(F)F)n2)CC1 (stereo not given),-33,1.7,2
CCOC(=O)[C@]12CCCC=C1N(Cc1ccco1)C(=O)[C@H](CC(=O)N1CCN(C(=O)c3ccco3)CC1)C2,15,0.5,2
CCOC(=O)[C@]12CCC=C1N(Cc1cccc3ccccc13)C(=O)[C@H](CC(=O)NCC1CCCCC1)C2,9,-1.6,-2
CCc1nc2c(OCCn3cccc3)cccn2c1N(C=O)Cc1ccccc1,-4,-1.2,-13
Cc1cnc(C)c(Nc2nc(C(N)c3ccccc3)cs2)n1 (stereo not given),-157,1.9,-5
CCCS(=O)(=O)NC(=O)C1(C)CCN(C(=O)c2cccc(OC(F)(F)F)c2)C1 (stereo not given),24,0.1,1
Nc1ccc(C=Cc2ccc(N)cc2)cc1,-396,0.4,-22
O=C1Nc2ccccc2NC(c2ccc3c(c2)OCO3)=C1N(Cc1ccc(F)cc1)C(=O)c1ccco1,8,-1.0,1
SMILES,SENP8 inh,MPTP block,SENP1 FRET inh
COc1ccc(C(C)(O)c2nc(-c3ccccc3OC)cs2)cc1 (stereo not given),14,1.5,2
COCc1cccc(-c2csc(C(C)(O)c3ccc(OC)cc3)n2)c1 (stereo not given),23,1.5,1
Cn1c(=O)c2cc(NC(=S)NCc3ccccc3F)ccc2n1C,i,-1.4,-3
Cc1ccccc1-c1ccc(CN2C(C)C(=O)N(Cc3cn(Cc4ccco4)nn3)CCS2(=O)=O)cc1 (stereo not given),10,-0.4,-3
CCc1nc2ccc(C(=O)Nc3cc(-c4ccccc4)ccc3OC)cn2c1N(C=O)CCC(C)C,-14,0.5,0
CC(O)(c1cccnc1)c1nc(-c2ccc3ccccc3c2)cs1 (stereo not given),5,47,-1
COc1ccc(CC(N)c2csc(Nc3ccccn3)n2)cc1 (stereo not given),11,3.2,0
OCCN1CCN(c2ncnc3c2ncn3[C@H]2CN(Cc3ccc(F)cc3)C[C@@H](CO)O2)CC1,10,-0.2,1
CC(C)(C)S(=O)(=O)/C(C#N)=C/c1cccn1S(=O)(=O)c1ccccc1,16,0.4,0
Cc1cccc(C)c1NC(=O)C(c1ccncc1)N1CCN(CCN(C)C)CC1 (stereo not given),19,-1.6,1
CSCc1cc(C(=O)NCCN2CCOCC2)c(N)s1,9,1.4,2
Cn1c(=O)c2cc(NC(=O)NCc3ccccc3)ccc2n1Cc1ccc(Cl)cc1,-498,1.0,5
O=C(NCC[C@H]1CC[C@H](NS(=O)(=O)c2ccccc2F)[C@@H](CO)O1)c1ccc(F)cc1,11,-1.0,0
CCOc1ccccc1C(=O)NCCN1CCC(n2c(=O)[nH]c3ccccc32)CC1,28,-1.5,4
COC(=O)c1csc(-c2ccc(CO)o2)n1,-38,0.0,3
CCC(=O)N1CCCC(C)(C(=O)NS(=O)(=O)c2cccs2)C1 (stereo not given),-3,-0.8,0
CC(C)C[C@H]1CN([C@@H](CC(C)C)CN2CCC[C@H]2CN2C(=O)C(=O)NC[C@@H]2Cc2ccc(O)cc2)C(=O)C(=O)N1CC1CCCCCC1,14,-3.2,2
COc1ccc(C(O)c2ncc(-c3ccccc3C)[nH]2)cc1F (stereo not given),13,0.6,-1
COc1ccc(CCNC(=O)Nc2nc(C(N)C3CCCCC3)cs2)cc1OC (stereo not given),12,0.5,1
CCOC(=O)[C@]12CCCC=C1N(Cc1ccc(Cl)cc1Cl)C(=O)[C@H](CC(=O)NCc1ccc(OC)c(OC)c1)C2,25,-0.2,-3
NC(Cc1ccccc1)c1csc(NC(=O)Nc2ccccc2Oc2ccccc2)n1 (stereo not given),11,15,1
O=[N+]([O-])c1nccn1CCCCCCN1CCOCC1,11,-0.8,0
CCn1nccc1NC(=O)c1csc([C@H]2C[C@H](O)[C@@H](CO)O2)n1,18,0.8,-2
CC1(C(=O)Nc2ccc3c(c2)OCO3)Cc2c(-c3cccc(C(N)=O)c3)ccnc2O1 (stereo not given),-1,0.4,-1
O=C(Nc1ccc2c(c1)OCO2)c1csc(COCCO)n1,1,0.4,0

# An excerpt from above in order of the SENP1 FRET inh value, largest number first.
molecule	SENP1 FRET inh
CCOc1ccccc1C(=O)NCCN1CCC(n2c(=O)[nH]c3ccccc32)CC1	4
CCC(=O)N1CCCC(C)(C(=O)NS(=O)(=O)c2cccs2)C1 (stereo not given)	0
Cn1c(=O)c2cc(NC(=S)NCc3ccccc3F)ccc2n1C	-3

# Next part.
SMILES,SENP8 inh,MPTP block,SENP1 FRET inh
CC(C)(C)OC(=O)N1CCc2onc(-c3ccccc3[N+](=O)[O-])c2C1=O,26,-0.2,0
CN(C)CCN1CCN(c2cc(-c3cccc(Cl)c3)nc3ccnn23)CC1,-491,0.5,-23
CC1CCCCc2nc3c(c(=O)n21)CCCC3 (stereo not given),14,1.7,0
CC(C)C[C@H]1CN([C@@H](Cc2ccccc2)CN2CCC[C@@H]2CN2C(=O)C(=O)NC[C@@H]2Cc2ccc(O)cc2)C(=O)C(=O)N1CC1CCCCC1,14,-0.8,3
O=C(Nc1ccc2c(c1)OCO2)c1cc(C2CCCN(C(=O)CCc3ccccc3)C2)on1 (stereo not given),9,-0.9,-1
COC(=O)C[C@@H]1CC[C@H](NS(=O)(=O)c2ccccc2F)[C@@H](CO)O1,19,-1.8,5
CC(=O)c1cccc(NC(=O)c2ccc(-n3cncn3)c3ccoc23)c1,14,0.7,1
NC(CO)c1csc(Nc2ccc(C(=O)c3ccccc3)cc2)n1 (stereo not given),-293,-1.6,-3
CCc1ccc(C(O)c2ncc(-c3ccccc3F)[nH]2)cc1 (stereo not given),6,-1.4,-1
CCOC(=O)C1(C)CCCN1C(=O)c1ccc(N(C)C)cc1 (stereo not given),16,0.6,3
COCCNC(=O)c1cccc2c(-c3ccnn3C)coc12,-2,-2.4,0
Cc1ccc(F)c(S(=O)(=O)NC(=O)C2(C)CCN2C(=O)c2ccc(C3CCCCC3)cc2)c1 (stereo not given),11,-0.7,3
CC1(C(=O)NCc2ccc3c(c2)OCO3)CCN1C(=O)CC1CCCC1 (stereo not given),9,-0.1,1
CCCOc1ccc(F)cc1-c1cc(C(=O)Nc2ccc(C)c(NS(C)(=O)=O)c2)[nH]n1,12,-0.5,-1
CC(=O)Nc1cccc(-c2csc(C(O)c3ccc(F)cc3)n2)c1 (stereo not given),1,-0.4,1
COc1ccc(C(=O)C(=O)N2CCC(c3ccccc3)CC2)cn1,0,-0.3,5
O=C(Nc1cccnc1)C1Cc2c(-c3ccccc3Oc3ccccc3)ccnc2O1 (stereo not given),10,1.5,-2
Nc1nc2ncccn2c1-c1ccccc1,-252,-0.3,-18
COc1cccc(-c2nc3nc(C)cc(C)n3c2NC2CCCC2)c1,-32,-0.2,-5
COC(=O)[C@@]12C[C@@H](CC(=O)NCc3cccs3)C(=O)N(CCc3ccc(OC)c(OC)c3)C1=CCC(C)(C)C2,10,5.5,0
O=C(Nc1nnc([C@@H]2C[C@H](O)[C@@H](CO)O2)s1)Nc1cccc(Cl)c1Cl,-6,0.7,-1
CC1(C(=O)NCc2ccc(F)c(F)c2)Cc2c(-c3ccc4c(c3)OCO4)ccnc2O1 (stereo not given),-103,-1.3,0
COc1ccc(C(C(=O)NC2CCCC2)n2c(Cc3cc(F)cc(F)c3)nc3ccccc32)cc1 (stereo not given),6,-0.4,-4
O=C(NCc1ccncc1)[C@@H]1CCCN1C(=O)[C@H]1CCCN1C(=O)c1cccc2ccccc12,13,-1.2,2
COc1ccc(C(N)c2csc(Nc3ccc(S(C)(=O)=O)cc3)n2)cc1 (stereo not given),-85,0.6,-3
SMILES,SENP8 inh,MPTP block,SENP1 FRET inh
COC(=O)c1ccc(NS(=O)(=O)c2c(C)nc3sccn3c2=O)cc1,-5,0.0,-1
COc1cc(OC)cc(-c2c(Sc3ccccc3)c3cc(-c4cnc(N5CCOCC5)nc4)ccc3n2C)c1,-391,1.5,-7
COC(=O)c1cc(=O)nc(NN=C2CCCCC2)s1,15,-2.3,5
CCCCCNC(=O)C1C(=O)Nc2ccccc2C(=O)N1c1ccc(OC)cc1 (stereo not given),-12,1.0,-1
COc1ccc(Cl)cc1Cn1c(C)c(C(=O)NCc2ccc3c(c2)OCCO3)sc1=O,4,-0.9,-6
CCOC(=O)C1=CCN(S(=O)(=O)c2ccc(C)cc2)[C@H]1c1ccccc1Cl,11,0.0,0
Cc1cc(C(O)c2ncc(-c3cccc(F)c3)[nH]2)ccc1F (stereo not given),2,0.9,-2
CC1(C(=O)NS(=O)(=O)c2cccs2)CCN1C(=O)CC1CCCC1 (stereo not given),-1,-0.2,1
CN(c1ccc([N+](=O)[O-])cc1)c1cc2c(c3c1ccn3C)C1CCC2C1 (stereo not given),9,2.8,2
CCC(CC)C(=O)N(C)c1c(C)nc2c(OCCOc3ccccc3)cccn12,-2,-0.2,-2
COC(=O)[C@@]12C[C@@H](CC(=O)NCc3cccs3)C(=O)N(Cc3ccccc3)C1=CCC(C)(C)C2,18,-2.0,0
COCCCNC(=O)C[C@@H]1C[C@@]2(C(=O)OC)CCCCC=C2N(Cc2ccco2)C1=O,15,-1.9,-3
COC(=O)[C@@]1(C(C)C)N=C(c2cc(OC)c(OC)c(OC)c2)[C@]2(O1)C(=O)N(C)c1ccccc12,6,0.4,1
COC(=O)[C@]12CCCCC=C1N(Cc1ccc3c(c1)OCO3)C(=O)[C@H](CC(=O)N1CCOCC1)C2,22,0.4,0
CCNC(=O)C1CCCN(Cc2cc(-c3ccccc3)on2)CC1 (stereo not given),9,0.5,-4
COc1ccc(OCCNC(=O)C2(C)CCN2Cc2ccc3ccccc3c2)cc1 (stereo not given),15,-0.3,-2
CCCCCCn1cc(CN2CC(N3CCN(Cc4ccccc4F)CC3)CS2(=O)=O)nn1 (stereo not given),6,-1.1,0
CCc1nc2ccc(C(=O)NCCCn3ccnc3)cn2c1N(C)Cc1nccs1,6,0.0,0
O=C(NCC(F)(F)F)[C@H]1O[C@@H](n2ccc(=O)[nH]c2=O)[C@H](O)[C@@H]1O,29,-2.4,1
COc1cc(-c2cc(NC=O)c3ncc(-c4ccc(C(C)=O)cc4)n3c2)ccc1O,-219,2.0,-5
CCc1nc2ccc(C(=O)Nc3cccc(NS(C)(=O)=O)c3)cn2c1N(C)C(=O)Cc1ccccc1,-11,-0.4,-1

# A draw from above in order of number of heavy atoms, high to low:
SMILES,SENP8 inh,MPTP block,SENP1 FRET inh
CCCOc1ccc(F)cc1-c1cc(C(=O)Nc2ccc(C)c(NS(C)(=O)=O)c2)[nH]n1,12,-0.5,-1
CCCCCNC(=O)C1C(=O)Nc2ccccc2C(=O)N1c1ccc(OC)cc1 (stereo not given),-12,1.0,-1
c1ccc(-c2nc3c4ccccc4ccn3c2Cc2ccsc2)cc1,-155,0.4,-9

# Filtered by structure, the entries above containing two or more sulfur atoms.
SMILES,SENP8 inh,MPTP block,SENP1 FRET inh
CC(C)(C)S(=O)(=O)/C(C#N)=C/c1cccn1S(=O)(=O)c1ccccc1,16,0.4,0
CSCc1cc(C(=O)NCCN2CCOCC2)c(N)s1,9,1.4,2
CCC(=O)N1CCCC(C)(C(=O)NS(=O)(=O)c2cccs2)C1 (stereo not given),-3,-0.8,0
COc1ccc(C(N)c2csc(Nc3ccc(S(C)(=O)=O)cc3)n2)cc1 (stereo not given),-85,0.6,-3
COC(=O)c1ccc(NS(=O)(=O)c2c(C)nc3sccn3c2=O)cc1,-5,0.0,-1
CC1(C(=O)NS(=O)(=O)c2cccs2)CCN1C(=O)CC1CCCC1 (stereo not given),-1,-0.2,1
